Source: PubChem BioAssay (several laboratories)
CCHFV vOTU inh = blocks the CCHF virus ovarian tumor domain protease. 370,000 compounds, 0.55% hits. CCHFV vOTU protease, Pep-AMC fluorescence. inhibition, % at 11.5 µM; also: 0% = vehicle wells with enzyme and 100% = no enzyme wells
VHR inh abs = DUSP3 (human) phosphatase inhibition. P51452. inhibition, % at 13.3 µM. recombinant VHR phosphatase, pNPP absorbance. 290,000 compounds, 0.52% hits; in the data active = inhibition above about 50%; also: some compounds called inactive have numbers as strong as hits
Target sequence (P51452 whole entry, looked up): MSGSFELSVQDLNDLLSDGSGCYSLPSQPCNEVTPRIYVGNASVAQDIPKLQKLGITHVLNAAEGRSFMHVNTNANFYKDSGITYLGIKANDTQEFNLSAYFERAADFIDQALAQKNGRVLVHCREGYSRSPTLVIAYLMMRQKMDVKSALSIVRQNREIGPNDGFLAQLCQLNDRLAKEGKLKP
FadD28 binding = blocks FadD28 binding to the bisubstrate probe. fluorescence polarization. 360,000 compounds, 0.22% hits. inhibition, % at 12.5 µM; in the data active = inhibition above about 8.5%, passing the limit was not always enough; inconclusive = no clear call, values can overlap the other calls
BoNT F protease = inhibitors of Botulinum neurotoxin F light chain protease. Multiplex microsphere protease cleavage assay, flow cytometry. inhibition, % at 10 µM. 360,000 compounds, 0.22% hits; in the data active = inhibition above about 35%, passing the limit was not always enough; inconclusive = no clear call, values can overlap the other calls; also: plate controls were buffer without enzyme for full effect and enzyme alone for no effect
Mtb FBA inh = inhibitors of M. tuberculosis fructose-bisphosphate aldolase; P9WQA3; purified M. tuberculosis FBA, fluorescence read-out; inhibition, % at 1 µM; 360,000 compounds, 2.3% hits; AID 588726; in the data active = inhibition above about 27%;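 also: 0% = vehicle and 100% = reference inhibitor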
Target sequence (P9WQA3 whole entry, looked up): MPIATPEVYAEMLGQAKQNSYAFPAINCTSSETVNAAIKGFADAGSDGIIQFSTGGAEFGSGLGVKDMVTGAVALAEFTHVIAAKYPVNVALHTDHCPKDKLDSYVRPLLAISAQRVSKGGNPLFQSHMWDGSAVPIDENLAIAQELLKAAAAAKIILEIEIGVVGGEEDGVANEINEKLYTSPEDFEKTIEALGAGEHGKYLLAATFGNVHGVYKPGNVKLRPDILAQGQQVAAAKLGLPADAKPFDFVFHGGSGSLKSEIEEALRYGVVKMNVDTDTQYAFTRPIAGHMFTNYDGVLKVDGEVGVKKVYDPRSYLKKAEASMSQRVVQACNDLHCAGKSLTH
BioA inh = BioA (M. tuberculosis) enzyme inhibition | purified M. tuberculosis BioA enzyme, plate reader | 360,000 compounds, 0.096% hits | inhibition, % at 9.99 µM; in the data active = inhibition above about 40%; inconclusive = no clear call, values can overlap the other calls
GDH-TPI inh = counter-screen for M. tuberculosis FBA inhibitors: GDH-TPI coupled enzymes; GDH-TPI coupled enzyme counterscreen, NADH absorbance; inhibition, % at 4.8 µM; 360,000 compounds, 1.2% hits;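 also: 0% = DMSO wells and 100% = wells lacking the enzyme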
MazF activator = activators of E. coli MazEF toxin-antitoxin RNase; FAM/BHQ RNA-DNA oligo cleavage fluorescence, 5 h; P0AE70; activation, % at 20 µM; 350,000 compounds, 0.32% hits; in the data active = activation above about 50%
Target sequence (P0AE70 whole entry, looked up): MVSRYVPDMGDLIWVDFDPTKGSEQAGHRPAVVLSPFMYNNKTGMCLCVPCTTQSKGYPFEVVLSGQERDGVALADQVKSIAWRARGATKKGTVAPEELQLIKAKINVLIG
UGM FP inh = blocks M. tuberculosis UGM enzyme | P9WIQ1 | purified UGM, fluorescence polarization probe displacement | inhibition, % at 10 µM | 320,000 compounds, 0.06% hits; in the data active = inhibition above about 10%, passing the limit was not always enough; inconclusive = no clear call, values can overlap the other calls
Rv3671c inh = inhibitors of M. tuberculosis serine protease Rv3671c; P9WHR9; inhibition, % at 5.96 µM; 320,000 compounds, 0.048% hits; AID 2606; in the data active = inhibition above about 38%;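 also: extracellular domain of Rv3671c used as enzyme; 0% = enzyme with DMSO and 100% = no enzyme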
Target sequence (P9WHR9 whole entry, looked up, the tested form may be a part): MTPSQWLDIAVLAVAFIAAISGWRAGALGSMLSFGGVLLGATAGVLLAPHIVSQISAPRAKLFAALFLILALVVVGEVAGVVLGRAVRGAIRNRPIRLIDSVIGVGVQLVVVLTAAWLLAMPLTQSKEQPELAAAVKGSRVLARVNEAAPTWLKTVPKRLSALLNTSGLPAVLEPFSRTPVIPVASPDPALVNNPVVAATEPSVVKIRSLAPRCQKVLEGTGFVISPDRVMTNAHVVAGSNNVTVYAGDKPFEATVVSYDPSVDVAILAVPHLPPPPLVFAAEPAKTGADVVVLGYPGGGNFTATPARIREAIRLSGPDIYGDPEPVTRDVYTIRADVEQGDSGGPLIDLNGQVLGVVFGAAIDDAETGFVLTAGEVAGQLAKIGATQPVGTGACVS
The depositor's hits bear a star; & = joins results of further samples. Rule as the data show it, unless noted: active = inhibition above about 30%; inactive = the rest.

The opening two entries, to show the layout:
`COc1ccc(C(=O)Nc2ccnn2C2CCN(C(=O)c3cccnc3)CC2)cc1` gave CCHFV vOTU inh -4.1, VHR inh abs 43.3, FadD28 binding 4.6, BoNT F protease -10.8, Mtb FBA inh 4.5, BioA inh -0.3, GDH-TPI inh 2.7, MazF activator -0.3, UGM FP inh 1.6 and Rv3671c inh -6.8.
Screening CCN(CC)c1ccc(S(=O)(=O)N2CCCCC2)cc1NC(=O)C1=COCCO1 returned CCHFV vOTU inh 4.0, FadD28 binding -1.5, BoNT F protease -82.1, Mtb FBA inh -0.9, BioA inh -0.2, GDH-TPI inh 6.3, MazF activator 3.0, UGM FP inh 2.2 and Rv3671c inh -3.6.

This part in full (from the top)
`COc1ccc(C(=O)Nc2ccnn2C2CCN(C(=O)c3cccnc3)CC2)cc1` gave CCHFV vOTU inh -4.1, VHR inh abs 43.3, FadD28 binding 4.6, BoNT F protease -10.8, Mtb FBA inh 4.5, BioA inh -0.3, GDH-TPI inh 2.7, MazF activator -0.3, UGM FP inh 1.6 and Rv3671c inh -6.8.
Screening CCN(CC)c1ccc(S(=O)(=O)N2CCCCC2)cc1NC(=O)C1=COCCO1 returned CCHFV vOTU inh 4.0, FadD28 binding -1.5, BoNT F protease -82.1, Mtb FBA inh -0.9, BioA inh -0.2, GDH-TPI inh 6.3, MazF activator 3.0, UGM FP inh 2.2 and Rv3671c inh -3.6.
For COc1ccc(NC(=O)c2c(N)no[n+]2[O-])cc1 the results were CCHFV vOTU inh 11.7, VHR inh abs 22.6, FadD28 binding -0.3, BoNT F protease -1.1, Mtb FBA inh -1.5, BioA inh -1.1, GDH-TPI inh 19.5, MazF activator -1.2, UGM FP inh 0.0 and Rv3671c inh 2.9.
Screening CCOC(=O)c1nnn(-c2nonc2NC(C)=O)c1C returned CCHFV vOTU inh 11.4, VHR inh abs 4.8, FadD28 binding -1.8, BoNT F protease -2.2, Mtb FBA inh 2.7, BioA inh -1.3, GDH-TPI inh 5.6, MazF activator 5.7, UGM FP inh -2.0 and Rv3671c inh 1.7.
For COc1ccccc1OCCn1cc(/C=N/n2cnnc2)c2ccccc21 the results were CCHFV vOTU inh 1.1, VHR inh abs 1.7, FadD28 binding -1.1, BoNT F protease -3.7, Mtb FBA inh -1.9, BioA inh -0.2, GDH-TPI inh 22.2, MazF activator -0.9, UGM FP inh -1.0 and Rv3671c inh 12.5.
Screening Cn1c(OCc2ccc3c(c2)OCO3)nc2c1c(=O)n(Cc1cccc(Cl)c1)c(=O)n2C returned CCHFV vOTU inh 2.1, FadD28 binding 0.7, BoNT F protease -4.5, Mtb FBA inh -3.5, BioA inh 1.9, GDH-TPI inh -2.9, MazF activator -2.4, UGM FP inh -0.3 and Rv3671c inh -3.5.
Screening COc1ccc(-c2c(C)cc3oc(=O)cc(-c4ccccc4)c3c2C)cc1 returned CCHFV vOTU inh 9.6, FadD28 binding -3.0, BoNT F protease -4.3, Mtb FBA inh -0.8, BioA inh -0.8, GDH-TPI inh 0.0 and MazF activator -4.6.
Screening O=C(CSc1cccc2cccnc12)OCC(=O)c1ccc(Br)cc1 returned CCHFV vOTU inh 3.3, VHR inh abs 31.1, FadD28 binding -1.8, BoNT F protease -2.4, Mtb FBA inh 0.2, BioA inh -1.2, GDH-TPI inh -0.5, MazF activator -4.9, UGM FP inh -1.9 and Rv3671c inh -7.1.
For O=C(Cn1cnc2ccccc2c1=O)NNC(=O)c1ccccc1F the results were CCHFV vOTU inh -5.3, FadD28 binding 0.1, BoNT F protease -3.4, Mtb FBA inh -1.3, BioA inh -0.7, GDH-TPI inh -1.3, MazF activator -4.7, UGM FP inh -1.7 and Rv3671c inh 2.0.
For CCCSC1=C(C#N)C(c2cccnc2)C(C(=O)OCC)=C(c2ccccc2)N1 (configuration not stated) the results were CCHFV vOTU inh 18.2, VHR inh abs 27.0, FadD28 binding -2.0, BoNT F protease -2.9, Mtb FBA inh 0.7, BioA inh 0.3, GDH-TPI inh 2.9, MazF activator 5.8, UGM FP inh 2.8 and Rv3671c inh 3.0.
CCN1C(=O)CC(N2CCC(C(=O)N3CCOCC3)CC2)C1=O (configuration not stated) was read as CCHFV vOTU inh 2.4, VHR inh abs 14.5, FadD28 binding -3.0, BoNT F protease -26.8, Mtb FBA inh -7.0, BioA inh -2.3, GDH-TPI inh 7.8, MazF activator 6.0, UGM FP inh -0.2 and Rv3671c inh -2.6.
Screening COC(=O)c1ccc(NC(=O)Nc2ccc(F)c(Cl)c2)cc1 returned CCHFV vOTU inh 1.9, VHR inh abs 11.9, FadD28 binding 0.5, BoNT F protease 5.3, Mtb FBA inh -0.1, BioA inh 6.9, GDH-TPI inh 4.9, MazF activator 12.9, UGM FP inh -1.9 and Rv3671c inh -92.4.
Screening COc1cc2oc(=O)cc(-c3ccc(-c4ccc(F)c(Cl)c4)cc3)c2c(OC)c1OC returned CCHFV vOTU inh -7.6, FadD28 binding -2.1, BoNT F protease -0.1, Mtb FBA inh -3.0, BioA inh -1.5, GDH-TPI inh 0.0 and MazF activator -2.2.
Cc1ccc2cc3cc(C(=O)N(CC(=O)NC4CCCC4)c4cccc(C)c4C)sc3nc2c1 was read as CCHFV vOTU inh -9.9, VHR inh abs 4.8, FadD28 binding 0.9, BoNT F protease -3.0, Mtb FBA inh 2.3, BioA inh -4.6, GDH-TPI inh 8.1, MazF activator -0.2, UGM FP inh 1.7 and Rv3671c inh -5.8.
Screening COc1ccc2c(c1)[nH]c1c(=O)n(CCC3=CCCCC3)cnc12 returned CCHFV vOTU inh -8.4, VHR inh abs -20.6, FadD28 binding 1.3, BoNT F protease 0.9, Mtb FBA inh -1.1, BioA inh -1.2, GDH-TPI inh 5.1, MazF activator 0.6, UGM FP inh 0.6 and Rv3671c inh 7.0.
Screening CCC(=O)Nc1cc(C(=O)O)ccc1Sc1ccc(Cl)cc1 returned CCHFV vOTU inh 5.3, VHR inh abs -11.7, FadD28 binding -3.4, BoNT F protease -5.6, Mtb FBA inh 6.8, BioA inh -0.2, GDH-TPI inh 1.6, MazF activator -35.6, UGM FP inh 0.3 and Rv3671c inh 1.1.
Screening CC(C)N(Cc1nc(-c2ccc(Cl)cc2)no1)C(=O)/C=C/c1ccccc1 returned CCHFV vOTU inh 3.9, VHR inh abs -10.8, FadD28 binding -3.1, BoNT F protease 3.9, Mtb FBA inh -0.8, BioA inh 0.9, GDH-TPI inh 7.3, MazF activator 0.4, UGM FP inh 3.6 and Rv3671c inh -8.0.
For O=C(/C=C/c1ccccc1Cl)c1ccc(O)cc1 the results were CCHFV vOTU inh 8.8, VHR inh abs 31.5, FadD28 binding -0.9, BoNT F protease -30.2, Mtb FBA inh -2.7, BioA inh 3.9, GDH-TPI inh 35.0*, MazF activator -12.8, UGM FP inh -0.8 and Rv3671c inh -2.3.
`COc1cccc(C(=O)Nc2c3c(nc4c2CCC4)CCCC3)c1` gave CCHFV vOTU inh -18.2, VHR inh abs 10.5, FadD28 binding -2.9, BoNT F protease -7.7, Mtb FBA inh -0.3, GDH-TPI inh 13.3, MazF activator 5.5, UGM FP inh 3.7 and Rv3671c inh 3.6.
For CCCCN(CC)CCCNC(=O)c1csc2c1CCCCC2 the results were CCHFV vOTU inh -0.4, VHR inh abs -0.6, FadD28 binding 0.6, BoNT F protease 4.3, Mtb FBA inh -1.8, GDH-TPI inh -0.8, MazF activator -0.3, UGM FP inh -2.1 and Rv3671c inh 9.9.
For CCOc1cc(C(=O)Nc2ccc(S(=O)(=O)Nc3onc(C)c3C)cc2)cc(OCC)c1OCC the results were CCHFV vOTU inh 9.0, FadD28 binding -3.9, BoNT F protease -4.7, Mtb FBA inh -2.2, BioA inh 11.4, GDH-TPI inh 0.8, MazF activator -3.9, UGM FP inh 5.1 and Rv3671c inh 7.0.
C=CCn1c(O)c(/C=N/N2CCCCC2)c(=O)[nH]c1=O was read as CCHFV vOTU inh 4.4, VHR inh abs 20.6, FadD28 binding -2.1, BoNT F protease inconclusive, Mtb FBA inh 1.2, BioA inh -0.3, GDH-TPI inh 6.1, MazF activator -0.1, UGM FP inh 2.5 and Rv3671c inh -10.5.
Screening Cc1c(C(=O)NCc2ccccc2C(F)(F)F)sc(=O)n1Cc1ccc(F)cc1 returned CCHFV vOTU inh 5.5, FadD28 binding -0.9, BoNT F protease 0.8, Mtb FBA inh 4.0, BioA inh -1.3 and GDH-TPI inh 17.8.
Screening CC1SC2(NC1=O)C1CC3CC(C1)CC2C3 (configuration not stated) returned CCHFV vOTU inh -5.6, VHR inh abs 8.6, FadD28 binding 0.0, BoNT F protease -3.7, Mtb FBA inh 2.6, GDH-TPI inh -3.5, MazF activator 8.1, UGM FP inh -0.7 and Rv3671c inh 2.4.
Screening Cc1cccc(NC(=O)C2CCCN(S(=O)(=O)c3cccc4nsnc34)C2)c1 (configuration not stated) returned CCHFV vOTU inh 6.3, VHR inh abs -19.9, FadD28 binding 0.1, BoNT F protease -20.1, Mtb FBA inh 2.6, BioA inh -1.5, GDH-TPI inh 12.5, MazF activator -14.7, UGM FP inh -3.0 and Rv3671c inh -15.3.
COc1ccc(C(CC(=O)N2CCCCC2)c2c(OC)cc(OC)c3ccc(=O)oc23)cc1 (configuration not stated) was read as CCHFV vOTU inh -0.4, VHR inh abs 3.5, FadD28 binding -2.1, BoNT F protease 0.3, Mtb FBA inh 1.5, BioA inh 0.1, GDH-TPI inh 14.7, MazF activator 6.3, UGM FP inh 2.8 and Rv3671c inh -1.6.
`O=C(/C=C/c1ccc(Cl)cc1Cl)Nc1ccc(CN2CCOCC2)cc1` gave CCHFV vOTU inh -7.8, VHR inh abs 29.8, FadD28 binding -6.3, BoNT F protease -5.6, Mtb FBA inh -4.4, BioA inh 0.6, GDH-TPI inh 5.2, MazF activator -2.4, UGM FP inh 4.9 and Rv3671c inh -29.8.
For CCc1noc(C)c1C(=O)OCC(=O)Nc1ncc(Cl)cc1Cl the results were CCHFV vOTU inh -11.6, VHR inh abs -2.1, FadD28 binding -2.6, BoNT F protease -0.4, Mtb FBA inh 4.6, BioA inh 0.4, GDH-TPI inh 6.5, MazF activator 9.0, UGM FP inh 0.9 and Rv3671c inh 2.4.
For CC(=O)c1ccc(N2CCN(C(=O)Nc3ccc(C)cc3)CC2)cc1 the results were CCHFV vOTU inh 12.2, VHR inh abs 6.2, FadD28 binding -3.9, BoNT F protease -9.2, Mtb FBA inh -7.1, BioA inh 0.1, GDH-TPI inh 14.8, MazF activator 0.7, UGM FP inh 0.6 and Rv3671c inh -4.5.
For CCOC(=O)C(C(=O)OCC)C(c1ccccc1)N1CCN(c2ccccc2)CC1 (configuration not stated) the results were CCHFV vOTU inh 1.0, FadD28 binding -1.3, BoNT F protease 7.2, Mtb FBA inh 3.1, BioA inh 0.3, GDH-TPI inh 7.0 and MazF activator 6.7.
For COc1cc(C(=O)N2CCN(C(=O)C3CC3)CC2)cc(OC)c1OC the results were CCHFV vOTU inh -3.1, VHR inh abs 0.0, FadD28 binding 0.2, BoNT F protease 7.2, Mtb FBA inh -0.1, BioA inh 1.8, GDH-TPI inh 0.4, MazF activator -13.0, UGM FP inh -0.8 and Rv3671c inh 0.1.
`CCOc1c(CNCCN2CCOCC2)cccc1OC` gave CCHFV vOTU inh 6.1, VHR inh abs 21.3, FadD28 binding -0.5, BoNT F protease 1.4, Mtb FBA inh 1.8, BioA inh -2.0, GDH-TPI inh 8.6, MazF activator -12.0, UGM FP inh -2.5 and Rv3671c inh -0.7.
Screening Cc1cc(NC(=O)CSc2nnc(C3CC3)n2-c2ccccc2)no1 returned CCHFV vOTU inh -7.6, VHR inh abs -1.5, FadD28 binding -2.1, BoNT F protease 2.1, Mtb FBA inh 4.3, GDH-TPI inh 4.3, MazF activator 3.8, UGM FP inh -0.4 and Rv3671c inh -8.1.
Cn1c(=O)[nH]c(=O)c2c1nc(NCc1ccco1)n2CCCc1ccccc1 was read as CCHFV vOTU inh 6.1, VHR inh abs 29.2, FadD28 binding -1.0, BoNT F protease 6.3, Mtb FBA inh -0.2, BioA inh -1.2&-1.8, GDH-TPI inh 3.9 and MazF activator 0.8.
For Cc1cc(Cl)ccc1NC(=O)C1CCN(S(C)(=O)=O)CC1 the results were CCHFV vOTU inh 2.9, VHR inh abs -25.5, FadD28 binding -0.3, BoNT F protease 2.5, Mtb FBA inh 0.6, BioA inh 0.0, GDH-TPI inh -1.2, MazF activator 2.3, UGM FP inh 0.3 and Rv3671c inh 6.4.
